Source: PubChem BioAssay
Casp6 inh: caspase-6 (human) enzyme inhibition. P55212. purified caspase-6, Z-VEID-R110 cleavage fluorescence. inhibition, % at 12.5 µM. 350,000 compounds, 0.53% hits;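 active = mean inhibition across replicates at least about 35%, with every replicate also reaching that limit, limit read from the data; inconclusive = only one of the two criteria met; inactive = neither criterion met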;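 note: 0% = median of neutral control wells and 100% = no fluorescence left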
Target sequence (P55212 24-179 limits assumed): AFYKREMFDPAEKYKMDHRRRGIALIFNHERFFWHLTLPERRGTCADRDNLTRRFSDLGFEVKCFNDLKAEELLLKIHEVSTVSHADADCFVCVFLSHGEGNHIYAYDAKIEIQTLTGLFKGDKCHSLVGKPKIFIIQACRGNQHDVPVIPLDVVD
Target sequence (P55212 194-293 limits assumed): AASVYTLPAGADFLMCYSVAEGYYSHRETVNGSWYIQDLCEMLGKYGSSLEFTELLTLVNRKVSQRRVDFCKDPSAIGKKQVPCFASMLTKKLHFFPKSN
RAD54 branch: inhibitors of human RAD54 branch migration | RAD54 Holliday junction branch migration, FAM/BHQ fluorescence | inhibition, % at 10.4 µM | 360,000 compounds, 0.14% hits | AID 602329;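 active = mean normalized replicate activity at least 40 and at least half of replicates scoring 40 or more; inconclusive = only one of the two criteria met; inactive = mean below 40 and under half of replicates reaching 40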;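 note: 0% = median of neutral control wells and 100% = median of positive control wells; inhibitors cause a drop in the FAM fluorescence signal; in these data hits start at about 50%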
Target sequence (Q92698 whole entry, looked up): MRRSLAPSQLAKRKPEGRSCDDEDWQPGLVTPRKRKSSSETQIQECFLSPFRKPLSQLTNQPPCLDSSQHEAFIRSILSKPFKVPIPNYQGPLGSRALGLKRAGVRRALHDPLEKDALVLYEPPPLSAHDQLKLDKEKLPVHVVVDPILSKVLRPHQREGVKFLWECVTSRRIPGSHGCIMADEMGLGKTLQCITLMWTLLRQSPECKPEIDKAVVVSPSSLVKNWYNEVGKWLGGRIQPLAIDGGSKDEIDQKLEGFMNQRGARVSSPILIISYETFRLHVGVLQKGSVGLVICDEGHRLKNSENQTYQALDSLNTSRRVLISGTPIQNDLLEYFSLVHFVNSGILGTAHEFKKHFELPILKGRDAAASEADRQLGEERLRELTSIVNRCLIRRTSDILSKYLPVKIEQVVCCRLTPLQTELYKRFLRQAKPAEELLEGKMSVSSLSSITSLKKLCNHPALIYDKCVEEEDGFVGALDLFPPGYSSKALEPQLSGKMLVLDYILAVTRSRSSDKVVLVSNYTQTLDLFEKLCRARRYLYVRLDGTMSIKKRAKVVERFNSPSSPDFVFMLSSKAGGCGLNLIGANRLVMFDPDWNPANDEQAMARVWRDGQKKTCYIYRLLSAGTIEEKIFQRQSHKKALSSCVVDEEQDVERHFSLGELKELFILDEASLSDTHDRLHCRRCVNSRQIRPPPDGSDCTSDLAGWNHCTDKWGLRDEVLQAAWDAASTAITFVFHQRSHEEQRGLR
Xi reactivation: activators of X-chromosome reactivation in mouse fibroblasts | 360,000 compounds, 0.055% hits | activation, % at 7.58 µM | XiGFP mouse fibroblasts, % GFP-positive cells imaging, 3 d; cells co-treated with 5-aza-dC sensitizer; scaled so ellipticine positive control = 100%;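 active = mean normalized replicate activation at least 10% and every replicate at or above 10%; inconclusive = only one of the two criteria met; inactive = mean below 10% and not all replicates reach 10%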;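 note: 0% = median of on-plate neutral control wells and 100% = ellipticine 6 µM median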
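System: SV40-immortalized XiGFP fibroblast cells, line 68-5-11 / Incubation: 3-day compound exposure, then 15 min fixation at room temperature / Compound: single concentration per compound, delivered by pin transfer / Buffer or medium: DMEM plus 5-aza-dC sensitizer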
E-selectin induc: E-selectin induction on HUVECs | P16581 | HUVEC E-selectin immunofluorescence imaging; normalized: neutral wells 0, TNF-alpha wells 100 | activation, % at 7.58 µM | 260,000 compounds, 0.37% hits;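 active = mean E-selectin-positive cell signal at least 10% of the positive control, reached in at least 60% of replicates, without over 20% cell loss; inconclusive = no rule given, readout overlaps actives, possibly toxicity-flagged; inactive = the rest, including those meeting only one limit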;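 note: in these data hits start at about 27%; measured in HUVEC primary endothelial cells; signal is the percent of cells scored E-selectin positive by PE staining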
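Test system – human umbilical vein endothelial cells (HUVEC), E-selectin induction · Input – 3,000 HUVEC seeded per well · Buffer or medium – EGM-2, gelatin · Compound dosing – single-point compound dose · Detection – immunofluorescence imaging · Measure – percent E-selectin-positive cells · Controls – TNF-alpha high, DMSO low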
RAD52 inh: inhibitors of human RAD52 DNA annealing; P43351; recombinant RAD52 DNA annealing, FRET fluorescence; inhibition, % at 18.7 µM; 360,000 compounds, 0.46% hits;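 active = every replicate showing at least 50% inhibition; inconclusive = mean inhibition at least 50% but not in every replicate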
DENV2 CPE: protects cells from dengue virus 2 cytopathic effect. 350,000 compounds, 1.7% hits. CPE inhibition, % at 9.99 µM. DENV2-infected cells, cytopathic effect rescue, plate reader; in the data active = CPE inhibition above about 20%, passing the limit was not always enough; inconclusive = no clear call, values can overlap the other calls; tested in BHK-21 cells;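 note: 0% = median of neutral control wells and 100% = median of positive control wells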
CFTR F508del cor: correctors of CFTR F508del function in bronchial epithelial cells | AID 720511 | 350,000 compounds, 0.36% hits | activity (quench increase), % at 7.58 µM | CFBE cells, YFP halide quenching; stimulated with forskolin plus potentiator P3; % fluorescence drop versus neutral controls;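 active = mean added fluorescence quench of at least 8% versus neutral control, with both replicates also reaching 8%; inconclusive = only one of the mean or replicate conditions met; inactive = mean below 8% and not both replicates reaching 8%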;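 note: cells transiently co-express mutant CFTR-F508del with the halide-sensitive YFP; corrector assay measuring rescue of mutant channel to the surface after 24 h compound exposure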
INS-1E GSIS act: GLuc luminescence reporter in INS-1E cells, primary screen for activators of glucose-dependent secretion of insulin. INS-1E GLuc reporter insulin secretion, 2-3 h. activation, % at 16.6 µM. 370,000 compounds, 0.61% hits;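 active = lowest replicate activation of at least 40%, so every replicate reaches that level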;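 note: 0% = median of neutral control wells and 100% = median of IBMX positive control wells; some compounds called inactive have numbers as strong as hits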
* = called active by the depositor; ? = inconclusive; / = no result given.

SMILES	Casp6 inh	RAD54 branch	Xi reactivation	E-selectin induc	RAD52 inh	DENV2 CPE	CFTR F508del cor	INS-1E GSIS act
COc1cccc(-c2cccc(-c3nc(C(=O)NCc4ccc(Oc5ccccc5)cc4)cc4c3[C@H](CCO)N(S(=O)C(C)(C)C)C4)c2)c1 (some centres not stated)	4.1	-17.9	/	/	-78.9	/	/	0.4
O=C(NCc1ccccn1)[C@@H]1CCCN1C(=O)[C@@H]1CCCN1C(=O)c1cccc(Cl)c1	0.6	/	-0.1	-0.2	-3.4	-13.8	0.9	-2.2
C[C@H](CO)N1C[C@H](C)[C@H](CN(C)C(=O)Nc2ccccc2)OCCCC[C@H](C)Oc2ccc(NC(=O)Cc3ccccc3)cc2C1=O	-0.9	0.4	-0.1	/	-11.3	-11.8	-2.0	-11.4
O=C(/C=C/c1ccco1)OCC1CCCN2CCCCC12 (configuration not stated)	-17.1	/	-0.1	/	27.8	-7.3	-2.2	-1.5
O=C(c1ccc(F)cc1)N(C(=O)c1ccc(F)cc1)c1ncccn1	1.6	/	0.0	/	-10.4	-10.7	0.6	-8.4
COc1cc2nc(CC(C)C)n(NC(=O)c3ccccc3Br)c(=O)c2cc1OC	-1.2	1.0	0.2	0.2	10.0	0.2	-1.5	2.3
Brc1ccc(/C=N/c2nc3ccccc3n2CCN2CCOCC2)cc1	/	2.9	-0.2	0.1	/	/	/	3.5
Cc1ccccc1CSc1nc(-c2ccccc2)cc(=O)[nH]1	1.3	-2.6	0.2	/	-7.3	-1.5	0.9	12.1
O=S(=O)(Nc1nc2ccccc2nc1Cl)c1ccccc1	5.2	-2.3	0.0	-8.8	-5.7	-4.4	1.7	-0.4
O=C(Nc1ccc(Cl)cc1)Nc1nnc(CSc2ccc(Cl)cc2)s1	-1.2	/	0.1	/	-6.8	-3.6	/	-1.7
COc1cc(C(=O)N2CCN(C3CCCCC3)CC2)cc(OC)c1OC	-1.0	3.3	0.0	/	1.9	-2.8	-2.0	18.7
O=C(NCCS(=O)(=O)N1CCN(c2ccccc2F)CC1)c1cccs1	-3.6	-4.9	0.0	0.0	-6.8	-0.2	1.9	5.5
CCn1c(/C=N/Nc2ccc(C(=O)O)cc2)nc2ccccc21	1.3	-0.5	0.0	1.7	8.6	7.6	/	/
CCC(CC)C(=O)N(C)c1c(C)nc2c(OCc3ccc(OC(F)F)cc3)cccn12	1.1	-2.2	0.3	0.0	-17.5	1.9	-1.8	/
Cc1ccc(S(=O)(=O)N(C)C[C@@H]2OCCCC[C@H](C)Oc3ccc(NS(=O)(=O)c4ccc(F)cc4)cc3C(=O)N([C@H](C)CO)C[C@@H]2C)cc1	1.6	8.5	0.2	0.1	21.7	8.0	-3.1	-5.5
Cc1nc2ccccn2c(=O)c1NC(=O)c1ccc2c(c1)OCO2	2.3	9.1	0.2	3.1	-15.0	0.1	1.0	11.0
O=S(=O)(/N=C(/c1ccc(F)cc1)N1CCCCC1)c1ccc(Cl)cc1	-2.7	-3.6	0.0	0.6	-12.1	5.9	-0.1	-0.5
COc1ccc(CNc2cc(C)ccn2)cc1	0.6	5.8	0.0	/	-14.2	-5.3	-2.9	25.1
C/C=C/c1ccc([C@@H]2[C@@H](CO)N(C(C)=O)[C@H]2CN(C)C(=O)CN(C)C)cc1	/	-0.9	0.0	0.1	/	8.4	1.3	7.0
Cc1ccc(C)c(S(=O)(=O)N2CCN(C(=O)CNC(=O)c3sc4ccccc4c3Cl)CC2)c1	-1.0	2.8	0.3	0.3	-19.0	10.6	-2.7	-8.5
Cc1cn(C2OC[C@@H](O)[C@@H]2CO)c(=O)[nH]c1=O (some centres not stated)	-1.1	4.0	0.0	0.4	-3.6	16.1	1.7	-3.4
Cc1nn(CC2CC2)c(=O)n1N(C)c1ncc(C(F)(F)F)cc1Cl	4.4	-6.7	0.1	/	0.1	-2.9	1.8	-0.9
O=C(c1ccccc1F)N1C[C@@H]2[C@H](c3ccccc31)[C@@H](CO)N2C(=O)Nc1ccccc1	2.5	-1.3	0.1	0.2	5.9	17.5	-3.8	8.1
CCCNC(=O)CSc1nccn1Cc1ccco1	-1.4	/	0.1	0.1	6.4	-1.0	-1.2	-8.6
CCOc1ccc(NC(=O)CCC(=O)N/N=C(\C)c2cccs2)cc1	0.3	-22.3	0.1	-0.1	-4.4	1.9	-2.6	-6.0

Nine entries from above, with bars between the fields.
structure | Casp6 inh | RAD54 branch | Xi reactivation | E-selectin induc | RAD52 inh | DENV2 CPE | CFTR F508del cor | INS-1E GSIS act
O=S(=O)(/N=C(/c1ccc(F)cc1)N1CCCCC1)c1ccc(Cl)cc1 | -2.7 | -3.6 | 0.0 | 0.6 | -12.1 | 5.9 | -0.1 | -0.5
COc1ccc(CNc2cc(C)ccn2)cc1 | 0.6 | 5.8 | 0.0 | / | -14.2 | -5.3 | -2.9 | 25.1
C/C=C/c1ccc([C@@H]2[C@@H](CO)N(C(C)=O)[C@H]2CN(C)C(=O)CN(C)C)cc1 | / | -0.9 | 0.0 | 0.1 | / | 8.4 | 1.3 | 7.0
Cc1ccc(C)c(S(=O)(=O)N2CCN(C(=O)CNC(=O)c3sc4ccccc4c3Cl)CC2)c1 | -1.0 | 2.8 | 0.3 | 0.3 | -19.0 | 10.6 | -2.7 | -8.5
Cc1cn(C2OC[C@@H](O)[C@@H]2CO)c(=O)[nH]c1=O (some centres not stated) | -1.1 | 4.0 | 0.0 | 0.4 | -3.6 | 16.1 | 1.7 | -3.4
Cc1nn(CC2CC2)c(=O)n1N(C)c1ncc(C(F)(F)F)cc1Cl | 4.4 | -6.7 | 0.1 | / | 0.1 | -2.9 | 1.8 | -0.9
O=C(c1ccccc1F)N1C[C@@H]2[C@H](c3ccccc31)[C@@H](CO)N2C(=O)Nc1ccccc1 | 2.5 | -1.3 | 0.1 | 0.2 | 5.9 | 17.5 | -3.8 | 8.1
CCCNC(=O)CSc1nccn1Cc1ccco1 | -1.4 | / | 0.1 | 0.1 | 6.4 | -1.0 | -1.2 | -8.6
CCOc1ccc(NC(=O)CCC(=O)N/N=C(\C)c2cccs2)cc1 | 0.3 | -22.3 | 0.1 | -0.1 | -4.4 | 1.9 | -2.6 | -6.0

Later entries:
SMILES	Casp6 inh	RAD54 branch	Xi reactivation	E-selectin induc	RAD52 inh	DENV2 CPE	CFTR F508del cor	INS-1E GSIS act
CC(=O)N1CCN(C(=O)COC(=O)/C=C/c2ccc(C(F)(F)F)cc2)CC1	-2.0	5.7	0.1	/	-4.2	-8.5	4.9	-4.5
CC(C)CC#Cc1ccc2c(c1)O[C@@H](CN(C)C(=O)c1cccc(F)c1)[C@H](C)CN([C@@H](C)CO)S2(=O)=O	1.5	-3.0	-0.4	-2.6	1.9	-1.3	5.8	-4.4
O=S(=O)(Nc1cccc(-c2cn3c(n2)SCC3)c1)c1ccccc1F	6.1	4.3	-0.1	0.1	-3.9	-2.7	-0.3	0.2
O=C(NC1CC1)c1ccc(C2SCC(=O)N2Cc2ccccc2)cc1 (configuration not stated)	-2.5	/	0.1	-0.1	-11.5	3.1	0.0	-0.4
COc1ccc([N+](=O)[O-])cc1NC(=O)c1csc(C)c1	-0.6	4.8	0.0	-0.2	6.9	-4.8	-1.3	1.3
COc1ccc(CN(C)C[C@H]2Oc3ccc(NC(=O)Nc4ccc(OC)cc4)cc3CC(=O)N([C@@H](C)CO)C[C@H]2C)cc1	-0.4	4.0	0.2	1.7	12.6	0.0	-3.6	-21.0
CC1CCCC(O)(C(C(=O)O)c2ccccc2)C1 (configuration not stated)	-1.1	1.5	0.0	0.7	0.9	11.3	0.8	/
COc1ccc(OC)c(/C=C/C(=O)OCC(=O)Nc2nnc(-c3ccccc3)o2)c1	4.9	-9.9	0.2	/	-23.0	-5.6	4.1	-11.8
O=C(NNC1=Nc2cccc3cccc1c23)c1ccc(Br)cc1	0.3	/	0.0	/	-59.6	-0.6	-6.5	9.6
CCOC(CNC(=O)Cn1nc(Cc2ccncc2)c2ccccc2c1=O)OCC	-1.7	3.2	0.2	0.2	-12.8	-0.9	-2.9	26.5
Cc1ccc(NC(=O)Nc2ccc(F)cc2F)c(OC(F)F)c1	2.9	-2.0	-0.1	/	1.1	-12.6	1.8	-4.2
N#C[C@@H]1[C@@H](c2ccc(C3=CCCC3)cc2)[C@@H](CO)N1C(=O)C1CCCC1	1.1	-5.0	0.0	0.2	-16.5	-3.7	0.7	3.2
C[C@H](CO)N1C[C@H](C)[C@@H](CN(C)Cc2cccnc2)Oc2ncc(/C=C/c3ccccc3)cc2C1=O	-0.2	-6.8	-0.7	0.1	0.9	7.7	-0.6	2.8
O=C(COC(=O)c1ccccc1OCc1ccccc1Cl)NC1CCS(=O)(=O)C1 (configuration not stated)	61.2*	4.8	0.3	-0.1	-6.9	8.6	0.8	-4.1
Cc1[nH]c2ccccc2c1CC(=O)Nc1ccc(Nc2ccncc2)cc1	-18.6	/	0.3	0.6	29.5	3.7	2.2	-7.0
CO[C@H]1CN(C)C(=O)c2cc(NS(C)(=O)=O)ccc2OC[C@@H](C)N(C(=O)C2CCCC2)C[C@@H]1C	0.8	-9.0	0.3	-0.1	-7.4	6.7	1.2	9.7
O=C(NCC1CC1)[C@H]1[C@H](CO)[C@H]2Cn3c(ccc(-c4ccccc4)c3=O)[C@@H]1N2CC1CC1	1.6	15.7	0.2	-0.2	4.2	-1.1	2.6	-1.8
CCC(C)c1ccc(S(=O)(=O)N2CCN(C(C)C(=O)NC3CCCC3)CC2)cc1 (configuration not stated)	1.3	4.2	0.0	/	-1.8	?	4.0	-37.0
COc1ccc([C@H]2C[C@H](O)[C@@H](n3cc(-c4ccc(F)cc4)nn3)CN2Cc2cccs2)cc1	-0.4	1.1	0.3	-1.8	-24.7	-8.6	8.1*	5.4
Cc1cc(NC(=O)C(C)SCC(=O)OCC(=O)N(C)c2ccccc2)no1 (configuration not stated)	2.9	-4.4	0.1	-1.3	-3.0	10.3	-1.2	22.9
COc1cc(C(=O)N(c2ccc(C)c(C)c2)C2C=CS(=O)(=O)C2)cc(OC)c1OC (configuration not stated)	1.9	/	0.0	0.1	-11.6	3.0	/	8.0
OCC1(Cc2ccc(F)cc2F)CCCN(CCCc2ccccc2)C1 (configuration not stated)	-0.8	-13.9	0.2	/	-47.1	-3.6	-10.3	-10.8
CSCCC(NC(=O)/C(=C/c1ccc2c(c1)OCO2)NC(=O)c1cccc([N+](=O)[O-])c1)C(=O)O (configuration not stated)	20.8	-27.3	0.2	-0.1	-12.7	/	2.2	-6.4
COc1ccc(NC(=O)CN(C)CC(=O)Nc2cccc(F)c2)cc1Cl	2.8	/	0.2	0.1	-1.7	-10.1	0.1	-7.7
c1ccc(-c2nc3ccccc3[nH]2)cc1	-6.4	-13.6	0.0	3.9	-17.8	6.4	-0.5	18.9
COc1ccc2[nH]c3c(C)c4ccncc4c(C)c3c2c1	-7.1	36.5	/	/	99.6*	-1.7	16.5*	/
COc1cccc(-c2cc(C(=O)N3CCCCCC3)no2)c1	0.4	-3.3	-0.1	1.5	-13.6	2.2	-3.2	-34.1

The order is random, and some 3.7% of all compounds hit somewhere here.
